# Screening results from PubChem BioAssay.
# Yeast growth tox = Compounds toxic to wild-type S. cerevisiae growth; A595 turbidity, 16 h; growth inhibition, % at 25 µM (by protocol); actives 0.3% (n = 30,000); AID 685;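 active means mutant and wild-type yeast strains alike exhibit over 30% growth inhibition; inconclusive means a strain exceeds 50% while the second remains under 30%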;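 further: 0% = untreated cell controls and 100% = YPD media blanks without cells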
#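 Incubation: 16 h growth with compound, 30 °C; Material: S. cerevisiae wild-type or eIF2Bepsilon-R284H mutant strain; Signal: turbidity measured as absorbance at 595 nm; Medium: YPD yeast growth medium; Measure: growth inhibition (%) versus cell controls and blanks; Doses: 25 µM single dose.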
# eIF2B yeast act = eIF2B (yeast) activity modulation. S. cerevisiae eIF2B-epsilon R284H, GCN4-lacZ luminescence. inhibition, % at 25 µM (by protocol). actives 0.91% (n = 27,000). AID 688;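 active means mutant luminescence inhibited past about 50% while wild type luminescence and mutant growth stay under set limits, limit read from the data; inconclusive means mutant versus wild type luminescence inhibition gap past a set limit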; further: some compounds called inactive have numbers as strong as hits
#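 Material: yeast eIF2B-epsilon R284H mutant carrying GCN4–beta-galactosidase fusion. Medium: YPD yeast growth medium. Incubation: 16 h growth with compound at 30 °C, 90 min Beta-Glo step. Signal: Beta-Glo luminescence plus absorbance at 595 nm. Evaluation: % inhibition of reporter signal and growth versus controls. Doses: 25 µM single dose.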
# Yeast growth tox inhibition % = also measured in Yeast growth tox; calls as there; growth inhibition, %; S. cerevisiae eIF2Bepsilon-R284H mutant growth, A595 turbidity, 16 h;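 each compound tested once at 25 µM; 0% equals untreated cells and 100% equals cell-free medium blanks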
# eIF2B yeast act mutant toxicity = recorded beside eIF2B yeast act, whose call it bears; growth inhibition, %; measured here: mutant yeast growth, toxicity;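 each compound tested once at 25 µM; zero equals untreated control growth and 100 equals blank medium absorbance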
# * marks the source's active call; other numbers are inactive results; ? = inconclusive; / = no result given. The list is partial (hit frequency here may not be typical).
smiles	Yeast growth tox	Yeast growth tox inhibition %	eIF2B yeast act	eIF2B yeast act mutant toxicity
COc1ccc(-n2nc(C(=O)NCC(=O)N3CCN(C)CC3)c3ccccc3c2=O)cc1OC	11	13	/	/
O=C(NCc1ccccc1)C(c1cccnc1)N(Cc1ccco1)C(=O)c1ccccn1 (stereo not drawn)	14	-2	-13	-2
O=C(c1cnc2ccccn2c1=O)N1CCCc2ccccc21	22	0	-29	/
NC(=O)NC(c1ccccc1)c1cccc2ccccc12 (stereo not drawn)	5	17	8	17
COC(=O)Cn1ncn2cccc2c1=O	6	7	13	7
O=S(=O)(Nc1ccc2c(c1)oc1ccccc12)N1CCCC1	-13	-4	42	-4
CC(C)Cn1cc(C(=O)NCCCOC(C)C)c2c3ccccc3n(C)c2c1=O	28	5	/	/
Cc1cccc(NS(=O)(=O)c2ccc(C3CCCCC3)cc2)n1	19	12	3	12
CN(C)S(=O)(=O)N1CCN(C(=O)c2ccccc2)CC1	27	3	22	3
Cc1ccc2nc(NC(=O)CN(C)S(=O)(=O)c3cccc4nsnc34)sc2c1	-45	-40	-26	-40
Cc1ccc(C)c(SCC(=O)NCc2ccco2)c1	3	-5	41	-5
CN1C(=O)CC(N2CCN(C(=O)c3ccccc3)CC2)C1=O (stereo not drawn)	-9	15	/	/
CC(C)c1cc(C(=O)Nc2cc(Br)ccc2O)no1	12	28	11	28
COC(=O)c1sccc1NC(=O)c1cc(C)on1	-3	0	/	/
O=C(Nc1ccc(Cl)c(Cl)c1)C1=Cc2ccccc2OC1	43	11	18	11
CCCn1c(N)c(C(=O)CSc2nnc(C)n2Cc2ccccc2)c(=O)n(C)c1=O	-2	-10	-1	-10
C1CN(c2nc3nonc3nc2N2CCOCC2)CCO1	8	15	0	15
O=C(O)c1ccccc1OCCOCCOc1ccccc1C(=O)O	-17	0	43	/
CC12CC(NC(=O)N1Cc1ccccc1)c1ccccc1O2 (stereo not drawn)	4	-8	3	-8
c1ccc2c(c1)nc(N1CCOCC1)c1c3ccccc3[nH]c21	-10	9	-19	9
CCNC(=S)N1CCN(CCN=CC2=C(O)CC(c3ccco3)CC2=O)CC1 (stereo not drawn)	23	19	10	19
CCOc1ccccc1N/C=C/C(=O)C(C)(C)C	-8	15	/	/
CCOc1cc(C)c(Cl)cc1S(=O)(=O)NCc1ccc2c(c1)OCO2	/	/	6	/
Cc1nnc(SCC(=O)Nc2cc(C(F)(F)F)ccc2N2CCOCC2)o1	-2	-10	19	-10
CSc1nc(NC(C)=O)nc(C)c1Cl	8	12	-28	12
Cc1ccc2nsnc2c1S(=O)(=O)NC1CC1	23	12	-13	12
CC(C)C(=O)Nc1ccc(NC(=O)c2cccs2)cn1	6	0	14	/
CCC(=O)N1CCN(c2ccc(NC(=O)c3ccco3)cc2)CC1	12	4	-17	4
COC(=O)Nc1ccc(OCc2ccccc2)cc1	2	-31	4	-31
CCN1CCN(c2nc(-c3ccccn3)nc3ccccc23)CC1	4	-12	5	-12

smiles	Yeast growth tox	Yeast growth tox inhibition %	eIF2B yeast act	eIF2B yeast act mutant toxicity
COC(=O)n1c(=O)oc2cc(S(=O)(=O)N3CCCCC3)ccc21	-10	0	4	/
Cc1nc(NC(C)C)c2oc3ccccc3c2n1	26	4	/	/
Cc1ccc(S(=O)(=O)Oc2ccc(C(c3c(C)[nH][nH]c3=O)c3c(C)[nH][nH]c3=O)cc2)cc1	30	24	20	24
Cc1ccccc1CN1CCN(S(C)(=O)=O)CC1	-4	-9	36	-9
CC(C)C(=O)c1cn(CC(=O)NCc2ccco2)c2ccccc12	8	0	-24	/
COc1ccccc1NC(=S)NCc1ccco1	1	-10	-12	-10
[N-]=[N+]=CC(=O)CNC(=O)[C@@H](Cc1ccccc1)N1C(=O)c2ccccc2C1=O	15	-9	28	-9
COCCCNC(=O)Cc1ccccc1OC	13	16	20	16
CCCS(=O)(=O)N1CCCC(C(=O)N2CCC(Cc3ccccc3)CC2)C1 (stereo not drawn)	10	5	7	5
CC(=O)NC1(C(F)(F)F)C(=O)NC(C)=C1C#N (stereo not drawn)	8	37	44	37
O=S(=O)(Nc1nc2c(s1)CCCC2)c1ccc2ccccc2c1	-2	-5	25	-5
O=C(CN1C(=O)c2ccccc2C1=O)Nc1ccccc1C(=O)NC1CCCCCC1	/	/	-30	/
CCOC(=O)CC1(c2ccccc2)CCOC(C)(C)C1 (stereo not drawn)	6	8	-2	8
CCOC(=O)N1CCN(C(=O)c2ccccc2-c2ccccc2)CC1	3	-12	-19	-12
COCCCNC(=O)C1CC(=O)N(CCc2ccccc2)C1 (stereo not drawn)	9	20	/	/
COc1cccc(-c2cc(C(=O)O)no2)c1	30	26	31	26
O=S(=O)(CCc1nc2ccccc2s1)c1ccc(Cl)cc1	-7	-3	18	-3
Cc1cc(C)n2nc(C(=O)Nc3ccc4c(c3)OCO4)cc2n1	11	-8	/	/
CCCc1nnc(NC(=O)c2c(O)c3c([nH]c2=O)CCCC3)s1	-11	8	16	8
COc1cc(S(=O)(=O)Nc2cccc(C(=O)O)c2)c(OC)cc1Cl	5	20	13	20
CC(Oc1ccc(Cl)cc1Cl)C(=O)Nn1cnnc1 (stereo not drawn)	24	-14	6	-14
COc1cc(OC)c(OC)cc1CN1CCc2ccccc2C1	2	3	15	3
CCC(=O)Nc1ccc(C(=O)Nc2ccc3c(c2)OCO3)cc1	6	-5	27	-5
CCCOc1ccc2c(=O)c(N3C(=O)c4ccccc4C3=O)c(C)oc2c1	22	5	-9	5
CCOC(=O)N1CCC(Nc2nc3ccccc3n3nnnc23)CC1	-2	0	-2	/
CCOC(=O)N1CCN(C(=O)CN(c2ccc(OCC)cc2)S(C)(=O)=O)CC1	2	10	/	/
CC(C)(C)C(=O)Cn1c(NCCO)nc2ccccc21	21	-6	5	-6
N#CCSc1nnc(-c2cnccn2)n1Cc1ccccc1	-11	5	0	5
CCOC(=O)c1c(N2C(=O)C3CC(C)=C(C)CC3C2=O)sc(C)c1C (stereo not drawn)	11	11	11	11
CCC1CCCCN1C(=O)COC(=O)c1n[nH]c2ccccc12 (stereo not drawn)	0	11	/	/

# Results follow in this order: Yeast growth tox | Yeast growth tox inhibition % | eIF2B yeast act | eIF2B yeast act mutant toxicity
CCc1ccc(NC(=O)c2noc3c2CCC3)cc1
 : 26 | 14 | / | /
O=C(Nc1ccccc1Cl)C1CCN(Cc2cnn(-c3ccccc3)c2-n2cccc2)CC1
 : 16 | 27 | 21 | 27
Cc1ccc(-n2c(SCC(=O)OC(C)C)nnc2-c2ccco2)cc1
 : 4 | 0 | 19 | /
CCOC(=O)CN1NC2(CCCCC2)NC1=S
 : 10 | 6 | 16 | 6
CC(=O)N1CCCc2cc(S(=O)(=O)Nc3ccc(C)cc3C)ccc21
 : 14 | 6 | 12 | 6
Cc1c(C(=O)N2CCCCCC2)oc2ccccc12
 : 0 | 9 | 10 | 9
Cc1nn2c(C)c(C(=O)Nc3ccccc3)cnc2c1C#N
 : ? | / | -10 | -30
CCOC(=O)N1CCC(Nc2ncnc3c2cnn3-c2ccc(Cl)cc2)CC1
 : -52 | -26 | 10 | -26
COc1ccccc1CNC(=O)c1ccccc1OC
 : 5 | 23 | 16 | 23
CCOc1ccccc1NC(=O)c1cccc(NC(=O)c2ccco2)c1
 : 0 | 7 | / | /
CCOC(=O)C1=C(C)NC(C)=C(C(=O)OCC)C1C(=O)OCC(=O)N1CCc2ccccc2C1
 : 0 | 23 | 59* | /
CC(C)CNc1c(N)c(=O)oc2ccccc12
 : 12 | -3 | 19 | -3
Cc1ccccc1OCC(=O)Nc1ccc(N2CCN(C(=O)C(C)C)CC2)c(Cl)c1
 : -4 | -19 | 32 | -19
COc1ccc(S(=O)(=O)N(C)CC(=O)NCc2cccnc2)cc1Cl
 : 9 | 19 | 28 | 19
Cc1ccc(C(=O)CCC2CCCC2=O)cc1 (stereo not drawn)
 : -2 | -19 | 14 | -19
Cc1ccc(CSCCNC(=O)c2ccc(Cl)c(S(=O)(=O)N3CCOCC3)c2)cc1
 : 9 | 5 | 21 | 5
CCOC(=O)c1ccccc1NC(=O)CSc1nc2ccccc2n1CC(=O)N1CCCC1
 : 6 | 7 | 16 | 7
COC(=O)CNC(=O)C12CC3(C)CC(C)(CC(C)(C3)C1)C2
 : 11 | 19 | / | /
N#C/C(=C/c1ccc(Sc2nc3ccccc3[nH]2)o1)c1ccccc1F
 : 8 | 22 | / | /
COc1ccc2c(C(F)(F)F)cc(=O)oc2c1C
 : -1 | 14 | / | /
CCOCCCNC(=O)c1ccccc1Br
 : 33 | 17 | -12 | 17
O=C(COc1ccc(Cl)cc1Cl)NC(=O)N1CCOCC1
 : 2 | 10 | -19 | 10
Cc1ccc(S(=O)(=O)c2c(N)n(/N=C/c3ccco3)c3nc4ccccc4nc23)cc1
 : -7 | -8 | -25 | -8
Cc1csc(SCC(=O)Nc2ncc(Cl)c(C)c2Cl)n1
 : -1 | 17 | -23 | 17
O=C(c1ccc2c(c1)OCO2)N1CCN(c2ccccc2)CC1
 : 12 | -5 | 8 | -5
O=C(CN1C(=O)c2ccccc2C1=O)Nc1ccc(-c2nc3ccccc3o2)cc1
 : / | / | 2 | /
CCCCCOC(=O)c1c(N)n(CCOC)c2nc3ccccc3nc12
 : 0 | -10 | -2 | -10
